MOR-DOR ag: agonists of OPRM1-OPRD1 heterodimerization, primary screen, cell-based, luminescence | cells | AID 504326, 2011 | hit rate 0.3% among 340,000 | activation, % at 9.3 µM; in the data active = activation above about 18%;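 also: 0% = vehicle-treated cells and 100% = reference agonist; values of inactives mirror those of a sister screen read the other way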
Target sequence (P35372 whole entry, looked up): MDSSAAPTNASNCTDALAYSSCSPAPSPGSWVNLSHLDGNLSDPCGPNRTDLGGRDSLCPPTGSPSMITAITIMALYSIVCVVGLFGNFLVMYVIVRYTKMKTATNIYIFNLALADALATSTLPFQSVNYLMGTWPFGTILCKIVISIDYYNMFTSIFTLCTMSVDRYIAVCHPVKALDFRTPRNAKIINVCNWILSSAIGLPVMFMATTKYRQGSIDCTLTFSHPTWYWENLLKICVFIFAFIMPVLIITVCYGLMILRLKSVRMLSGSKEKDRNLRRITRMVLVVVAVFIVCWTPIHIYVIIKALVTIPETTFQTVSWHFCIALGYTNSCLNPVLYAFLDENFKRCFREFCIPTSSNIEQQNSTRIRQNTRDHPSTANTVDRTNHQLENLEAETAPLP
Target sequence (P41143 whole entry, looked up): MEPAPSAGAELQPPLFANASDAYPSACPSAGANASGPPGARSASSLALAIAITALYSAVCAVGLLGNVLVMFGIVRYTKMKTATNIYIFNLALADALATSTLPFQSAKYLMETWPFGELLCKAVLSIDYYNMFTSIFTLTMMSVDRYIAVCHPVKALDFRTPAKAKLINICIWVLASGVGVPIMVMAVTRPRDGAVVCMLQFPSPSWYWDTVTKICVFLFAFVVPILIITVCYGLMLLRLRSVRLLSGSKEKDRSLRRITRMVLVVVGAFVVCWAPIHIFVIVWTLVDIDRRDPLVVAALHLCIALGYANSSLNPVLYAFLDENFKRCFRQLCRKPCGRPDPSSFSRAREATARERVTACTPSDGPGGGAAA
Mot1-301 SUMO: yeast Mot1-301 growth rescue at high temperature, primary screen, SUMOylation pathway inhibitor project, S. cerevisiae, ATP luminescence, 38.5C; S. cerevisiae Mot1-301 growth rescue; percent above DMSO median, 100 means doubled; growth rescue, % at 18.8 µM; hit rate 1% among 320,000;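 active = every valid replicate shows activation above 250% relative to neutral control wells; inactive = the rest, any valid replicate at or below 250%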;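 also: OY570 slx delta 5 strain wells were the positive control but not used for scaling; some compounds called inactive have numbers as strong as hits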
AddAB inh: growth inhibition of E. coli expressing H. pylori AddAB, primary screen, AddAB inhibitor project, absorbance; inhibition, % at 11.9 µM; hit rate 0.29% among 330,000; in the data active = inhibition above about 12%;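 also: 0% = vehicle wells of infected cells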
HTR5A inv ag: HTR5A inverse agonists in luminescence cell assay, primary screen, counter-screen for OPRM1-OPRD1 heterodimer inverse agonist project, full-deck HTS. 5-hydroxytryptamine receptor 5A (Homo sapiens), P47898. HTR5A cell line, inverse agonism. inhibition, % at 9.3 µM. hit rate 0.083% among 340,000. AID 504634, 2011; in the data active = inhibition mostly above about 23%, no sharp cut-off; inactive = mostly below about 18%;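 also: 0% = cells with DMSO and 100% = no-cell wells with DMSO; some compounds called inactive have numbers as strong as hits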
MOR-DOR inv ag: inverse agonists of MOR-DOR heterodimerization, primary screen, cell-based, luminescence; inhibition, % at 9.3 µM; hit rate 0.21% among 340,000; AID 504357, 2011; cell-based MOR-DOR heterodimer luminescence, inverse agonism; in the data active = inhibition above about 22%, passing the limit was not always enough;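 also: 0% = cells with DMSO and 100% = wells without cells with DMSO; values of inactives mirror those of a sister screen read the other way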
DSG3 Ab inh: inhibitors of pemphigus antibody binding to DSG3, primary screen, biochemical, bead-based, flow cytometry, scFv-GFP. Desmoglein-3 (Homo sapiens), P32926. DSG3-coupled beads, scFv-anti-DSG3-GFP binding; active compounds read low. binding (percent of control), % at 10 µM. hit rate 0.48% among 310,000. AID 588358, 2011;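 active = binding more than 3 SD below its plate's average and above zero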;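 also: hits lower antibody fragment binding to DSG3; some compounds called inactive have numbers as strong as hits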
E coli growth: E. coli V3065 growth inhibition, primary screen, counter-screen for AddAB inhibitor project, absorbance, OD600; 18 h; inhibition, % at 11.9 µM; hit rate 0.27% among 330,000;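 active = inhibition above the campaign's mean inhibition across all tested compounds plus 3 SD, cut at about 9.9% in these data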;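 also: uninfected addAB+ strain grown without phage in ampicillin broth; 0% = DMSO wells and 100% = ciprofloxacin 0.95 µg/ml wells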
HTR5A ag ctr: HTR5A agonists in luminescence cell assay, primary screen, counter-screen for OPRM1-OPRD1 heterodimer agonist project, full-deck HTS; 5-hydroxytryptamine receptor 5A (Homo sapiens), P47898; cell-based; activation, % at 9.3 µM; hit rate 0.61% among 340,000; in the data active = activation mostly above about 9.5%, no sharp cut-off; inactive = mostly below about 7.6%;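 also: 0% = cells with vehicle only and 100% = reference agonist; strong numbers were not always called active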
PfHsp90 yeast 2: growth inhibition of PfHsp90-expressing yeast, primary screen, antimalarial PfHsp90 inhibitor project, S. cerevisiae, BacTiter-Glo luminescence, single point, set 2; inhibition, % at 9.4 µM; hit rate 0.32% among 310,000; BacTiter-Glo ATP, 48 h; yeast lacking PDR1 and PDR3 efflux regulators;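 active = every replicate shows inhibition above about 80%, whatever the replicate mean, limit read from the data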;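 also: 0% = DMSO neutral controls and 100% = 20 µM radicicol positive controls; yeast relying on Plasmodium falciparum Hsp90 in place of its own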
phage Ecoli inh: growth loss of phage-infected E. coli, primary screen, RecBCD inhibitor project, absorbance, with phage, HTS; hit rate 0.26% among 360,000; AID 651602, 2012; inhibition, % at 11.9 µM; in the data active = inhibition above about 11%
PKA-R1A activ: activators of PKA-R1A holoenzyme, primary screen, biochemical, fluorescence polarization, Cy5-IP20, bovine R1A, mouse PKAc; cAMP-dependent protein kinase type I-alpha regulatory subunit (Bos taurus) + …; PKA-R1A dissociation; scaled: DMSO 0%, 113 µM cGMP 100%; hit rate 0.083% among 340,000; activation, % at 11.4 µM;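 active = percent activation above the mean of all tested compounds plus 3 SD, cut at about 19% in these data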;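 also: higher means more PKAc released from R1A so a rise in polarization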
Active calls of the source: *; i = inactive; x = no result given.

SMILES	MOR-DOR ag	Mot1-301 SUMO	AddAB inh	HTR5A inv ag	MOR-DOR inv ag	DSG3 Ab inh	E coli growth	HTR5A ag ctr	PfHsp90 yeast 2	phage Ecoli inh	PKA-R1A activ
CS(=O)(=O)c1ccc2nc(NC(=O)CN3CCC(Cc4ccccc4)CC3)sc2c1	-2.1	294*	2.1	2	10	97	1.2	-1	-29	2.1	8
COc1ccc(/C=N/N2CCN(c3ccc(Cl)cc3)CC2)cc1O	2.5	-7	1.8	-1	-12	97	-3.9	0	16	1.3	-4
C/C(=N\NC(=O)c1ccc2c(c1)OCO2)c1ccc(NC(=O)CCCC(=O)O)cc1	-2.0	-7	x	3	11	120	x	-1	-17	2.9	-1
CCCNC(=S)Nc1ccc(Br)cc1	-3.4	0	1.3	-8	14	108	2.9	5	32	5.2	8
CC(=O)c1c(C)nn(C(C)CC(=O)O)c1C (stereo unspecified)	-2.8	-6	-0.8	1	13	105	-0.3	-2	0	1.6	-3
Cc1ccc(-c2nnc(SCC(=O)NCCN3C(=O)CSC3=O)n2C)cc1	-2.1	-13	1.3	6	8	98	1.4	-2	10	2.2	-8
Cc1ccc(S(=O)(=O)N(C)C)cc1NC(=O)COC(=O)/C=C/c1cnc2ccccc2n1	1.3	-6	0.9	-41	-7	82	2.2	14*	-66	0.8	2
Cc1ccc([C@@H]2[C@@H]3C(=O)N(c4ccccc4)C(=O)[C@@H]3[C@]3(C)C(=O)N(CC4CC4)CC(=O)N23)o1	-1.1	13	3.2	-12	6	110	3.0	5	11	3.0	-5
CCOC(=O)/C(=N/O)C1=NC(C)(C)Cc2cc(C)c(C)cc21	-3.0	334	0.0	10	15	96	2.2	2	-26	3.0	0
CCN(CC)CCCn1c2c(c(SCC(=O)Nc3ccc(C)c(F)c3)nc1=O)CCC2	-0.1	-20	-0.9	-7	1	107	1.5	3	x	-0.2	0
NS(=O)(=O)c1ccc(N=C2C(=O)Nc3ccccc32)cc1	-12	1	2.3	7	64*	101	1.9	-3	-11	3.4	4
CC(=O)Nc1ccc(NC(=O)C(C)Oc2ccc(Cl)cc2Cl)cc1 (stereo unspecified)	0.1	-8	-2.4	11	-1	110	-0.4	0	-8	5.8	-9
COc1ccc(C)cc1S(=O)(=O)N(CC(=O)Nc1cccc([N+](=O)[O-])c1)c1ccc(C)c(C)c1	-1.4	-4	-0.9	-15	7	82	-0.3	-2	6	4.0	7
CCCCCN1CC(=O)N2C(C)c3[nH]c4ccccc4c3C[C@H]2C1=O (stereo partly specified)	3.8	0	-3.5	-6	-22	125	-0.6	2	14	2.0	-1
O=C(c1ccco1)N1CCCC(N2CCN(c3cccc(C(F)(F)F)c3)CC2)C1 (stereo unspecified)	-0.2	-14	3.5	5	1	105	-0.4	-3	-6	-0.2	-12
O=C(N/N=C/c1ccc2c(c1)OCO2)c1ccc(NC(=O)c2ccccc2Cl)cc1	3.2	3	0.0	-28	-22	115	-1.6	0	9	-0.5	1
Cc1cc(C)c(C#N)c(SCC(=O)c2cccs2)n1	-0.7	22	2.4	14	3	99	0.3	-6	x	2.7	-8
c1ccc(CCNc2nc(-c3ccccn3)cs2)cc1	-3.0	2	-5.6	29	14	92	-3.9	0	-3	-1.1	8
Cc1cc2oc(C(=O)Nc3c(C)n(C)n(-c4ccccc4)c3=O)c(C)c2cc1C	-0.2	42	1.1	-17	1	100	0.4	6	-7	-0.6	5
COc1ccc(C2C(C(=O)N3CCN(c4ccc(OC)cc4)CC3)c3ccccc3C(=O)N2C)cc1 (stereo unspecified)	-0.9	-7	-0.6	-11	5	x	-1.8	4	x	0.2	-6
O=C(CC1Sc2ccccc2NC1=O)Nc1ccccc1[N+](=O)[O-] (stereo unspecified)	1.9	-8	5.1	5	-11	128	0.8	-2	8	1.2	-4
COc1ccccc1C/C(N)=N/OC(=O)/C=C/c1ccccc1	5.9	11	2.2	-2	-30	102	0.5	1	-13	2.2	-2
COc1ccc(S(=O)(=O)Nc2ccccc2OC)cc1C	0.5	-20	0.8	-19	-3	99	-0.4	7	-12	-0.2	2
CCCCCCC1CC(C)(/C(C)=N/NC(N)=O)OC1=O (stereo unspecified)	1.1	-3	2.6	11	-6	100	0.2	3	1	2.6	12
CCOc1cccc(OCCCOc2cccc3cccnc23)c1	0.4	18	-0.2	0	-2	97	1.4	1	8	4.5	-4
COC(=O)c1cc(S(=O)(=O)Nc2cc(OC)cc(OC)c2)cn1C	0.1	107	-0.7	-9	0	101	0.3	3	21	4.0	-6
O=C(CNC(=O)c1ccccc1)N/N=C/c1cccs1	-4.2	8	-0.2	6	19	106	-2.2	0	1	1.9	-14
O=C(O)CCCC(=O)NCCCc1ccccc1	-2.5	134	-1.6	9	14	101	0.4	-1	-4	2.5	-5
CCN(CC)S(=O)(=O)c1ccc(Cl)c(C(=O)NC(C)C(c2cccs2)N2CCCC2)c1 (stereo unspecified)	-1.4	-12	0.7	9	7	124	-1.3	-5	x	1.3	-4
COc1ccc(-c2c(C)nn3c(-c4ccccc4)cc(C)nc23)cc1	2.3	3	0.6	-24	-13	105	-0.1	2	3	2.8	3
Nc1cc(Nc2ccccc2)ccn1	-1.3	106	3.8	13	7	98	3.4	-4	-22	8.5	-5
Cc1ccccc1NC(=S)Nc1ccccn1	-2.3	6	0.3	-26	13	99	0.5	7	-8	0.7	-5
CCOc1ccc(N2CC(NS(=O)(=O)c3cccs3)CC2=O)cc1 (stereo unspecified)	-3.8	-7	-1.5	9	19	102	-0.5	-4	-2	2.4	-7
COc1cc(NS(=O)(=O)c2cc(C)ccc2OC)c(OC)cc1Cl	0.8	-34	0.4	-18	-4	94	0.9	-1	20	1.6	2
CCCNC(=O)CN(c1ccccc1)S(=O)(=O)c1ccc(OC)c(OC)c1	0.6	137	2.4	-19	-3	112	-1.2	-1	5	2.5	-12
S=c1cnc2ccccc2[nH]1	-0.3	i	2.2	8	2	99	-1.7	-3	-32	1.2	10
O=C(CCCCCn1c(=S)[nH]c2ccc(N3CCOCC3)cc2c1=O)NCc1ccc2c(c1)OCO2	-1.9	8	2.2	-31	9	95	-1.0	12*	-22	2.0	-9
COc1ccc(-c2nc3cnccn3c2Nc2ccc3c(c2)OCO3)cc1	-1.6	-10	-2.2	-18	10	99	0.1	-3	7	3.4	-15
O=C(Nc1ccc2c(c1)OCO2)C1CCN(c2ccc(S(=O)(=O)N3CCOCC3)cc2)CC1	-1.1	-1	-1.0	23	6	66*	-1.1	4	4	0.6	-7
Cc1cccc(CS(=O)(=O)Cc2ccc(C(=O)NC(C)c3ccccc3)o2)c1 (stereo unspecified)	-1.6	4	1.9	19	8	107	-0.1	-5	-3	-0.6	0
COc1cc(C(=O)NCc2ccc(F)cc2)cc(Cl)c1OC	0.7	-3	2.1	5	-5	101	-1.4	-1	31	1.8	0
CC(C)CC(=O)Nc1ccc2c(c1)oc1ccccc12	-0.4	x	1.3	-10	2	x	0.6	3	19	1.9	-14
CCOc1ccc(N2CC(C(=O)Nc3cccc(S(=O)(=O)NC4=NCCC4)c3)CC2=O)cc1 (stereo unspecified)	-2.7	7	-0.7	-34	14	99	-2.4	-3	0	0.7	-1
CCCCNC(=O)c1onc(CSc2cccc(OC)c2)c1C(=O)O	-1.2	-6	1.1	-7	7	106	0.7	3	-7	3.4	2
CCOc1cc(C(F)(F)F)cnc1/C(N)=N/O	-0.6	8	5.6	-38	3	x	0.0	15	-3	0.9	9
COc1ccc(C2(C)NC(=O)N(CC(=O)NCCC3=CCCCC3)C2=O)cc1OC (stereo unspecified)	-0.5	4	1.6	13	3	102	-0.2	-5	9	1.2	-1
O=C(O)C1C2C=CC3(O2)C1C(=O)N1c2ccccc2COC13 (stereo unspecified)	-0.6	-20	2.7	-7	3	113	1.2	3	-46	-1.3	-10
COc1ccc(C(=O)c2ccccc2C(=O)c2ccccc2)cc1	-1.7	x	x	10	9	92	x	-3	1	4.0	2
COc1cc(/C=C2\C(=N)N3N=C(S(C)(=O)=O)SC3=NC2=O)ccc1OS(=O)(=O)c1ccc(C)cc1	-1.5	-22	3.9	1	8	x	3.0	-3	-12	1.7	-9
O=C(O)c1cccc(Sc2ccc(Br)cc2C(=O)O)c1	-4.6	2	0.4	10	21	93	0.2	1	-4	3.0	-2

2 entries from above in a different format:
CCCCNC(=O)c1onc(CSc2cccc(OC)c2)c1C(=O)O
- MOR-DOR ag: -1.2
- Mot1-301 SUMO: -6
- AddAB inh: 1.1
- HTR5A inv ag: -7
- MOR-DOR inv ag: 7
- DSG3 Ab inh: 106
- E coli growth: 0.7
- HTR5A ag ctr: 3
- PfHsp90 yeast 2: -7
- phage Ecoli inh: 3.4
- PKA-R1A activ: 2
CCOc1cc(C(F)(F)F)cnc1/C(N)=N/O
- MOR-DOR ag: -0.6
- Mot1-301 SUMO: 8
- AddAB inh: 5.6
- HTR5A inv ag: -38
- MOR-DOR inv ag: 3
- DSG3 Ab inh: x
- E coli growth: 0.0
- HTR5A ag ctr: 15
- PfHsp90 yeast 2: -3
- phage Ecoli inh: 0.9
- PKA-R1A activ: 9

(list continues)
SMILES	MOR-DOR ag	Mot1-301 SUMO	AddAB inh	HTR5A inv ag	MOR-DOR inv ag	DSG3 Ab inh	E coli growth	HTR5A ag ctr	PfHsp90 yeast 2	phage Ecoli inh	PKA-R1A activ
Cc1ccc(Cl)cc1NC(=O)Cn1nc(-c2cccs2)ccc1=O	-1.7	200	2.1	-15	11	82	-3.3	5	20	0.6	10
COc1cc2c(cc1OC)C(=Cc1ccc(N(C)C)cc1)C=C2	0.0	x	x	-5	0	88	x	1	-3	3.2	2
Cc1ccccc1C(=O)NNC(=S)NC(=O)c1cccnc1	-3.7	0	-2.0	17	23	85	-6.2	-1	x	-1.9	-5
O=C(O)CCCCCNS(=O)(=O)c1cccc2c1C(=O)c1ccccc1C2=O	14	180	-0.9	0	-84	97	-1.1	0	-54	4.3	1
CS(=O)(=O)c1ccc2nc(NC(=O)c3cccc([N+](=O)[O-])c3)sc2c1	-1.7	-9	2.5	-5	8	111	-3.6	1	8	-0.1	0
Cc1ccc(S(=O)(=O)N2CCN(C(=O)N3CCOCC3)CC2)cc1C	-2.4	-8	-0.5	-30	12	98	2.7	-4	-15	-2.5	6
C/C=C/C(=O)OCC(=O)Nc1cc([N+](=O)[O-])ccc1Cl	-0.7	x	0.2	12	4	97	1.6	-4	-4	1.9	1
CCN(CC(=O)NCc1ccc(F)cc1)C(=O)/C=C/c1ccc(OC)cc1	-5.0	-25	1.6	-8	26	109	-0.8	3	3	0.7	4
COc1ccc(S(=O)(=O)Nc2ccc(F)c(F)c2)cc1Cl	5.2	103	0.3	16	-28	86	0.6	1	17	2.5	-3
